FBPA coupling cs: inhibits coupling enzyme system, counter-screen for aldolase hits. coupling enzyme system counterscreen, AmpLite Red fluorescence. 290,000 tested, 0.67% active. AID 2472. activity change, negative = inhibition, % at 58.2 µM, hits read low; in the data active = activity change below about -30%; also: % is scaled to controls: 0 for no effect and ±100 for the full control effect
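Counterscreen lacking aldolase: glyceraldehyde-3-phosphate coupling-enzyme reagent preincubated 10 min at RT with compound (at 57.5 uM final), then substrate/coupling system with AmpLite Red added; fluorescence read at 525/598 nm after 20 min RT.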
a7 integrin act: activates integrin-mediated alleviation for muscular dystrophy; alpha7betagal myoblasts, beta-gal FDG fluorescence, 48 h; Potency, µM (doses to about 38.3 µM), for inactives: top-dose activation, actives largely listed as activators; 350,000 tested, 0.064% active; AID 624291;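 also: potency is read from the fitted curve at half-maximal effect; 100% = response of the positive control SU9516; nearly all actives have a fitted effect of over 60% in size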
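alpha7betagal+/- myoblasts (passage 13, 250/well) treated 48 h at 37C with compounds at 1:260 dilution of DMSO stock. Lysed, then beta-galactosidase activity read as FDG fluorescence (ex 480/em 540) after 30 min, with pre-read for autofluorescence.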
Tb PFK block: inhibitors of T. brucei phosphofructokinase; T. brucei PFK, ADP-Glo luminescence; Potency, µM (highest dose often 57.5 µM), for the others: at the top dose activity, negative = inhibition, hits mostly inhibitors; 330,000 tested, 0.17% active; AID 485367;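 also: potency is read from the fitted curve at half-maximal effect; 0% = uninhibited 1x PFK enzyme wells and -100% = no-enzyme wells; nearly all actives have a fitted effect of over 60% in size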
Target sequence (O15648 whole entry, looked up): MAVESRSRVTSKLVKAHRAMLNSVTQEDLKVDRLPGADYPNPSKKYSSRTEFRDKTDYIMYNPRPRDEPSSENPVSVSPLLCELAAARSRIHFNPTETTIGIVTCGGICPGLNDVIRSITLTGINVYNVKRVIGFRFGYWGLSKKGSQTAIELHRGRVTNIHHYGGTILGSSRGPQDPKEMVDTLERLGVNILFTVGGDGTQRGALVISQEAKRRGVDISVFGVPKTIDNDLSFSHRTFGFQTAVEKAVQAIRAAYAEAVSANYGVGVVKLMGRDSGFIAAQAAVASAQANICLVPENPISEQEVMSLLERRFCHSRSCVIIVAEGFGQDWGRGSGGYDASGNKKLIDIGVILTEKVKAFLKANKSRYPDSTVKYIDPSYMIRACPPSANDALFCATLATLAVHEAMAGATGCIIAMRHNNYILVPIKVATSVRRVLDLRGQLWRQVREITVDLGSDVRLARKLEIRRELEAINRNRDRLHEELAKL
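PFK 1.25 nM, F6P 0.5 mM, ATP 0.1 mM, 0.1 M TEA pH 8.0, 5 mM MgCl2, 0.01% Tween20, 0.1% BSA; 45 min RT. ADP-Glo readout. qHTS titration up to 57 uM; curves fitted, compounds curve-classed.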
B2AR arrestin: agonists driving beta-arrestin recruitment to human beta2-adrenergic receptor | beta-arrestin recruitment to beta2AR, cell-based reporter | Potency, µM (top dose mostly 46.1 µM), inactives show at the top dose activation, most hits filed as activators | AID 492947 | 330,000 tested, 0.02% active | P07550;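 also: potency is read from the fitted curve at half-maximal effect; 0% = DMSO controls and full agonism = EC100 isoproterenol or metaproterenol; nearly all actives have a fitted effect of over 65% in size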
ASM inhibitor: human S-ASM enzyme inhibition; P17405; placental ASM, HMU-PC fluorogenic substrate, 60 min; Potency, µM (highest dose often 57.5 µM), for inactives: at the highest dose activity change, negative = inhibition, hits mostly inhibitors; 340,000 tested, 0.006% active; AID 504937; also: potency is read from the fitted curve at half-maximal effect
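Fluorogenic HMU-PC substrate (9 uM final) is turned over by placental ASM in 60 min at 37 C after a 10 min compound preincubation. Reaction ended by alkaline stop (pH 10), with fluorescence read at 386/447 nm.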
Menin-MLL TR inh: displaces Texas Red mutant MLL peptide from human menin | 270,000 tested, 0.23% active | Menin + Texas Red MLL mutant peptide, fluorescence polarization | AID 1768 | Potency, µM (series often up to 61.6 µM), inactives show top-dose FP activity change, negative = inhibition, actives largely listed as inhibitors | O00255; active = well fitted inhibition curve with a large enough effect in the polarisation, with a control signal flat, not every such curve was filed as active; inconclusive = small, poorly fitted or top-dose-only effect, or effect the other way, or a change in a side signal; inactive = no such curve, though single readings can be large or run the other way; the % refers to the polarisation; also: potency is read from the fitted curve at half-maximal effect; % of control where 0% means no effect; many of its hits are not listed in these tables
TSG101-PTAP inh: blocks PTAP/TSG101 interaction to inhibit HIV-1 budding; Q99816; Fluorescence polarization, FITC-PTAP peptide / Tsg101 binding; Potency, µM (top dose mostly 115 µM), for the others: at the top dose activity change, negative = inhibition, hits mostly inhibitors; 340,000 tested, under 10 active; AID 493005; active = well fitted inhibition curve with a large enough effect in the main read-out, with a control signal flat, not every such curve was filed as active; inconclusive = small, poorly fitted or top-dose-only effect, or effect the other way, or a change in a side signal; inactive = no such curve, though single readings can be large or run the other way; also: potency is read from the fitted curve at half-maximal effect; % of control where 0% means no effect
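Fluorescence anisotropy tracks displacement of a FITC-tagged PTAP peptide (50 nM) from the Tsg101 binding domain (10 uM), following a 20 min room-temperature incubation at pH 7.5.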
GALK inhibitor: galactokinase (human) inhibition; Potency, µM (titrated, usually from 57.5 µM), for inactives: top-dose activity change, negative = inhibition, hits mostly inhibitors; 270,000 tested, 0.007% active; P51570; Purified GALK, Kinase-Glo residual ATP luminescence; also: potency is read from the fitted curve at half-maximal effect; % is scaled to controls: 0 for no effect and ±100 for the full control effect
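Human GALK (5 nM) with 35 uM ATP and 100 uM galactose in 20 mM HEPES pH 8.0, 5 mM MgCl2, 60 mM NaCl, 1 mM DTT, 0.01% BSA. After 1 h at room temperature, leftover ATP was read by Kinase-Glo Plus luminescence.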
BCR signal inh: inhibitors of chronic active B-cell receptor signaling. Potency, µM (doses to about 46.1 µM), inactives show at the highest dose ratio change, negative = lower green/red ratio, usual class: inhibitors. 340,000 tested, 0.05% active. AID 493014. ABC-DLBCL IkBa-CBG/CBR reporter, luminescence ratio, 4 h; active = well fitted inhibition curve with a large enough effect in the signal ratio, with a control signal flat, not every such curve was filed as active; inconclusive = small, poorly fitted or top-dose-only effect, or effect the other way, or a change in a side signal; the % refers to the signal ratio;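 also: potency is read from the fitted curve at half-maximal effect; plate controls were basal doxycycline-induced cells for no effect and cells given 10 µM MG132 for full effect; MG132 reads +100%, hits lower the ratio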
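Doxycycline induced both beetle luciferases in TMD8 lymphoma cells; IKK-driven degradation limits the IkappaBalpha-fused green signal, while red luminescence normalises for cell number and nonspecific effects. Compounds tested up to 46 uM, 4 hrs.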
Giardia kill: kills Giardia lamblia | 340,000 tested, 0.15% active | activity change, % at 7.66 µM, hits read low | AID 540267 | Giardia lamblia trophozoite viability; in the data active = activity change below about -80%; inconclusive = between about -30% and that limit;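 also: parasites exposed to compound for two days anaerobically before the ATP read; % is scaled to controls: 0 for no effect and ±100 for the full control effect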
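Compounds were tested on trophozoites seeded at 100 cells/well and held 48 hrs at 37 deg C anaerobically. An ATP-based luminescent kit measured the remaining live cells.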
PKM2 activator: increases activity of human pyruvate kinase M2; purified PKM2, Kinase-Glo ATP luminescence, activation; response scale: 0% is enzyme alone, no compound; Potency, µM (series often up to 57.5 µM), for the others: top-dose activation, most hits filed as activators; 260,000 tested, 0.34% active; AID 1631; also: potency is read from the fitted curve at half-maximal effect; % is scaled to controls: 0 for no effect and ±100 for the full control effect; nearly all actives have a fitted effect of over 55% in size
Target sequence (P14618 whole entry, looked up): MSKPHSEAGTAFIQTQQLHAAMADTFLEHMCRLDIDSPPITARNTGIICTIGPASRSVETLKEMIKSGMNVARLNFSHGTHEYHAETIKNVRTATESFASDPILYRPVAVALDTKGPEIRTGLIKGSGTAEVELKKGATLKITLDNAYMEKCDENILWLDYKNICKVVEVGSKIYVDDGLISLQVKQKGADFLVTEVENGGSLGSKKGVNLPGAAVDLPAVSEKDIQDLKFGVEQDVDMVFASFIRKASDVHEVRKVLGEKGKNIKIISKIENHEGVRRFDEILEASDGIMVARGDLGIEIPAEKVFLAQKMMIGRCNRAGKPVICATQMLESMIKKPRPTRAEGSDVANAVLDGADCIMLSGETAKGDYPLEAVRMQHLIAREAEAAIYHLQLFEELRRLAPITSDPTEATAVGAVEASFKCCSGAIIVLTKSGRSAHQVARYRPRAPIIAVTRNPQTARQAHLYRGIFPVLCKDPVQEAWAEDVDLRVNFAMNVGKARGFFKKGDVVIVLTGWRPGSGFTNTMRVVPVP
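Purified hPK-M2 (>95% pure) converted ADP (0.1 mM final) to ATP with 0.5 mM PEP in 50 mM imidazole pH7.2, KCl, MgCl2, Tween 20, BSA; 1 h at room temperature. ATP detected by Kinase-Glo luminescence.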
Active calls of the source: *; ? = inconclusive; . = no result given; [ ] = another dose, or the depositor's remark. Unless noted, calls follow the shape of the dose curve; as a rule, active = well fitted curve in the direction sought with a large enough effect; inconclusive = small, poorly fitted or top-dose-only effect, or another doubt; inactive = no such curve, though single readings can be large; an effect the other way counts as inactive or inconclusive. Only part of the results is shown, so the mix of outcomes need not match the whole.

SMILES,B2AR arrestin,Giardia kill,BCR signal inh,Menin-MLL TR inh,Tb PFK block,FBPA coupling cs,GALK inhibitor,PKM2 activator,ASM inhibitor,TSG101-PTAP inh,a7 integrin act
N/C(=N/OC(=O)c1cccc([N+](=O)[O-])c1)c1cccc([N+](=O)[O-])c1,0.0%,-3,6%,36%[activator],2%,1,3%,-6%,-4%,-1%,16%
CC(C)(C)Cc1nnc(NC(=O)CCc2ccccc2)s1,-0.1%,33[activator],5%,-18%,-1%,0,3%,1%,-2%,-4%,24%
CC(C)(C)c1ccc(C(=O)c2c[nH]c(C(=O)NCc3ccco3)c2)cc1,3.6%,-1,?,?,1%,3,-5%,2%,-1%,0%,13%
COc1cccc(NC(=O)CN(C)C(=O)CNC(=O)c2ccccc2F)c1,0.0%,-8,0%,9%,0%,-2,1%,.,-1%,-2%,1%
O=C(N/C(=C\c1cccc(Br)c1)C(=O)N1CCOCC1)c1ccco1,-0.4%,-21,-5%,3%,-4%,-1,-2%,.,7%,0%,14%
CC1CN(C2=N/C(=C/c3ccc4c(c3)OCO4)C(=O)N2)CC(C)O1 (centres undefined),0.7%,19,-14%,6%,4%,-2,2%,-7%,106%[activator],-1%,?
COc1ccc(C(=O)C2CCCN(Cc3cnc(N4CCOCC4)s3)C2)c(OC)c1 (centres undefined),-0.3%,19,1%,-8%,-2%,0,-1%,-5%,1%,-1%,-41%
Cc1nn(CC(=O)NCc2ccc(OC(C)C)cc2)c(=O)c2cc3occc3n12,-0.2%,.,10%,-12%,2%,4,1%,-5%,.,.,.
O=C(O)CCSc1nc2ccccc2n1-c1ccccc1,0.1%,3,?,?,1%,12,-2%,.,7%,-7%,18%
Cc1ccc(NC(=S)NCc2cccs2)c(C)c1,-0.1%,8,23%,-1%,-1%,3,1%,6%,-3%,-1%,-21%
Cc1cc(C)c(NC(=O)C2CC(=O)N(C3CCCC3)C2)c(C)c1 (centres undefined),0.1%,24,-2%,.,-1%,.,.,.,9%,-2%,7%
C1=C(c2ccccc2)CCN(c2nc3ccccc3n3cnnc23)C1,14%,-3,?,-10%,-30%,0,2%,16%,-5%,-3%,-12%
CC(CNCC1CCCO1)COc1ccccc1 (centres undefined),0.4%,2,-3%,3%,-8%,2,1%,8%,7%,-1%,-4%
COc1ccccc1Cn1c(SCC(N)=O)nc2c(oc3ccccc32)c1=O,-0.3%,6,15%,6%,1%,2,2%,-1%,1%,-2%,-26%
CC(C)Cc1ccc(S(=O)(=O)N2CCN(c3ccccn3)CC2)cc1,0.7%,1,-2%,?,-4%,0,-1%,.,-4%,-3%,24%
COC(=O)c1ccc(NC(=S)NC2CC3CCC2C3)cc1 (centres undefined),-0.7%,9,?,21%,-1%,-2,-3%,-10%,-1%,0%,-29%
COc1ccc(CC(=O)NCc2n[nH]c(=S)n2-c2ccc(Br)cc2)cc1,-0.4%,-10,7%,6%,3%,3,0%,-4%,7%,-3%,4%
COc1c(C)cc(C(=O)C2CCCN(S(=O)(=O)N(C)C)C2)cc1C (centres undefined),-1.0%,5,?,-8%,-6%,0,0%,3%,-4%,0%,-2%
C/C(CC(=O)NCc1ccccc1)=N\NC(N)=S,0.1%,6,-21%,13%,-1%,-1,1%,-6%,4%,-1%,8%
COc1ccc(/C=N/NC(=O)Cn2cnc3c2c(=O)n(C)c(=O)n3C)cc1,-0.5%,-8,1%,.,-6%,2,3%,0%,0%,0%,-23%
CC1CC(=S)Nc2ccccc2N1Cc1ccccc1 (centres undefined),-3.3%,-1,-4%,2%,0%,-4,0%,12%,-1%,-2%,-15%
CC(C(=O)NCc1ccc(F)cc1)n1ccc2cc(S(=O)(=O)N3CCCC3)ccc21 (centres undefined),-0.7%,-2,1%,0%,2%,1,7%,-5%[0.46 µM],-5%,-3%,-20%
CC1CCc2sc(-c3n[nH]c(=S)o3)cc2C1 (centres undefined),0.0%,12,?,?,2%,19,6%,-31%,35%[activator],-8%,-10%
CCc1ccc(NC(=O)C2CCC(CNC(=O)[C@@H]3Cc4ccccc4CN3)CC2)cc1 (some centres undefined),-0.3%,16,?,-2%,0%,-2,0%,.,-6%,-8%,-10%
Cn1c(=O)[nH]c(=O)c2c1nc(SCC(=O)O)n2CCc1ccccc1,-0.2%,3,2%,-5%,1%,3,3%,-12%,-1%,0%,12%
CCCN(C(=O)Cc1coc2cc(C)c(C)cc12)c1c(N)n(Cc2ccccc2)c(=O)[nH]c1=O,-0.2%,-15,4%,.,0%,.,.,.,.,-3%,4%
Cc1ccccc1Cn1cc(S(=O)(=O)CC(=O)Nc2nccs2)c2ccccc21,-1.9%,-9,?,?,-7%,-4,-1%,3%,-1%,-8%,-5%
O=C(Nc1ccccc1Cl)C1CC(=O)N(c2ccccc2)C1 (centres undefined),-0.5%,?,-4%,.,-2%,6,-2%,2%,6%,-1%,4%
Cc1nn(-c2cccc(C(F)(F)F)c2)c(Cl)c1/C=N/n1cnnc1,-0.8%,-2,?,9%,-4%,2,-1%,-1%,-5%,0%,-45%
CCN(CC)C(=O)[C@H]1C[C@H](CC(=O)NCCCOC)C(=O)N2CCc3c([nH]c4cc(-c5ccco5)ccc34)[C@]12C,0.0%,-4,-4%,.,1%,.,.,.,19%,-7%,-7%
C/C(=N\NC(=O)Cn1cc([N+](=O)[O-])cn1)c1ccco1,2.7%,?,-8%,.,-4%,0,.,0%,3%,3%,23%
O=C1CN(C(=O)COC(=O)CCC(=O)c2ccc3c(c2)OCCO3)c2ccccc2N1,11%,8,1%,-2%,17%,5,-2%,9%,1%,-7%,0%
O=C(Nc1ccc(N2CCOCC2)c(Cl)c1)c1ccc(F)cc1,-0.2%,9,-4%,-7%,-2%,1,0%,-7%,13%,0%,4%
O=C(O)C1C2C=CC(C2)C1C(=O)NCc1ccc(Cl)c(Cl)c1 (centres undefined),-0.3%,-2,2%,-2%,-9%,8,0%,-1%,-2%,0%,-22%
CCC1CCCCN1C(=O)c1ccc2c(c1)C(=O)N(c1ccc(C)cc1)C2=O (centres undefined),-0.2%,-8,7%,.,0%,-2,5%,.,-2%,0%,50%
CCN1C(=O)[C@H]2[C@@H](c3ccc(-c4ccc(C(C)=O)cc4)cc3)N3CCCC[C@@]3(C(=O)OC)[C@H]2C1=O,0.0%,-29,2%,.,0%,.,.,.,-10%,2%,5%
Cc1cc(CN(C)Cc2ccc(OCC(O)CN(C)Cc3ccccc3)cc2)on1 (centres undefined),-2.1%,-22,9%,-13%,5%,1,-3%,-3%,-1%,-9%,-31%
O=C(NCC(=O)N(c1ccccc1)C(C(=O)NC1CCCCC1)c1cccnc1)c1ccco1 (centres undefined),-0.4%,-2,1%,9%,1%,-3,6%,0%,1%,0%,23%
CCOc1ccccc1/C=c1\sc2ncnn2c1=O,-0.3%,-5,-3%,?,5%,0,-8%,5%,1%,-12%,-41%
CN(Cc1ccccc1)C(=O)c1[nH]cnc1C(=O)NC1CCN(C(=O)OC(C)(C)C)CC1,0.0%,?,-3%,.,7%,.,.,.,6%,-2%,12%
CN(C)CCN(Cc1ccccc1)S(=O)(=O)c1csc(C(N)=O)c1,-0.2%,-15,-6%,10%,1%,0,1%,.,1%,-2%,25%
CC(=O)Nc1ccc(S(=O)(=O)N2CCN(C(C)CCc3ccccc3)CC2)cc1 (centres undefined),-0.6%,21,13%,?,1%,-1,2%,5%,5%,-19%,-12%
CC(C)Oc1ccc(C(=O)NCCNC(=O)c2ccco2)cc1,0.1%,0,1%,-2%,-2%,-5,0%,.,-1%,0%,10%
O=C(NCc1ccc2c(c1)OCO2)c1cc(-c2ccccc2)c(N2CCOCC2)s1,0.1%,4,1%,.,0%,.,4%,.,-2%,-3%,-29%
CC1CCN(CC(=O)Nc2ccc(S(=O)(=O)N3CCCC(C)C3)cc2)CC1 (centres undefined),0.4%,13,0%,-16%,0%,0,1%,2%,0%,-5%,-38%
COc1ccc(N=c2oc3c(OC)cccc3cc2C(=O)NCc2ccco2)c(OC)c1,-0.4%,-2,?,-3%,0%,-15,3%,4%,-14%,-3%,-5%

Bioassay records (PubChem BioAssay)
